High-throughput results: PubChem BioAssay, NCI
Growth percent in the NCI-60 one-dose screen (48 h, 10 µM unless noted): 100 = growth as untreated, 0 = no growth, -100 = all killed.
T-47D – T-47D breast cancer | 5% of 79,000 active | AID 1794792
K-562 – K-562 leukemia; 7.4% of 78,000 active; AID 1794777
HS 578T – HS 578T breast cancer. 4.1% of 78,000 active. AID 1794788
MDA-MB-468 – MDA-MB-468 breast cancer; 8.5% of 78,000 active
MCF7 – MCF7 breast cancer. 6.3% of 82,000 active. AID 1794796
BT-549 – BT-549 breast cancer | 4.4% of 78,000 active
MDA-MB-231 – MDA-MB-231 breast cancer | 5% of 81,000 active
LOX IMVI – LOX IMVI melanoma. 7.4% of 79,000 active
Numbers without * were called inactive; . = not tested or not shown; & = joins results of further samples; ! = repeats disagree. How the source made its calls: active means growth percent below 10; inactive means the rest.

Value order: T-47D	K-562	HS 578T	MDA-MB-468	MCF7	BT-549	MDA-MB-231	LOX IMVI
- CCOC(=O)c1cc(C#N)n2ncc3ccccc3c12
  92	95	98	88	87	92	99	96
- C[C@]12CC[C@H]3[C@@H](CCC4=CC(=O)CC[C@@]43C)[C@@H]1CC[C@@H]2C(=O)CF
  53	104	95	85	103	78	110	92
- COc1ccccc1-n1cnc(N)c1C(=O)c1cc(OC)c(OC)c(OC)c1
  50	22	-13*	39	12	47	65	.
- COc1ccc(-c2cc(C(=O)Nc3nc4cc(C)c(C)cc4s3)nc3cc(-c4ccccc4)nn23)cc1
  99	109	86	99	87	113	109	96
- CCCc1cc(NC)nc(SCC)n1
  92	104	89	105	98	104	95	95
- C=CCN=c1sc2c(n1NC(=O)c1cc3ccc1CCc1ccc(cc1)CC3)C(=O)c1ccccc1C2=O
  -3.2*	-12*	-9.4*	-30*	-63*	-99*	-6.8*	-80*
- N#Cc1nc(-c2ccc(Cl)cc2)oc1N1CCN(c2ccc(F)cc2)CC1
  94	92	100	108	90	121	98	112
- C#CCOc1ccc(/C=N/Nc2nc(-c3ccc(F)cc3)cs2)cc1
  90	83	109	86	63	119	106	104
- COC(/C=C/c1ccc([N+](=O)[O-])cc1)OC
  52	105	122	73	77	118	91	8.5*
- COc1ccc(C2C3=C(CC(C)(C)CC3=O)N(CCc3ccc(S(N)(=O)=O)cc3)C3=C2C(=O)CC(C)(C)C3)cc1
  105	98	104	105	85	124	98	104
- O=C1c2cccc3cccc(c23)C(=O)N1CCCCN1C(=O)c2ccc3c4c(ccc(c24)C1=O)C(=O)N(CCCCN1C(=O)c2cccc4cccc(c24)C1=O)C3=O
  116	94	116	112	92	224	117	119
- COc1cc(-c2c(-c3ccccc3)c[nH]c2C(=O)NCCO)c(OC)c2c1OCO2
  93	97	91	103	98	92	107	96
- O=C(/C=C/c1ccc2c(c1)OCO2)c1ccc(NC(=O)c2ccccc2CN2C(=O)c3ccccc3C2=O)cc1
  93	83	96	91	81	97	88	73
- Nc1nc(N)nc(-c2cscn2)n1
  117	127	102	108	96	105	102	100
- Cc1ccc(CO)cc1C
  81	121	90	96	96	109	113	93

Entries listed so far that have fluorine:
Value order: T-47D	K-562	HS 578T	MDA-MB-468	MCF7	BT-549	MDA-MB-231	LOX IMVI
- C[C@]12CC[C@H]3[C@@H](CCC4=CC(=O)CC[C@@]43C)[C@@H]1CC[C@@H]2C(=O)CF
  53	104	95	85	103	78	110	92
- N#Cc1nc(-c2ccc(Cl)cc2)oc1N1CCN(c2ccc(F)cc2)CC1
  94	92	100	108	90	121	98	112
- C#CCOc1ccc(/C=N/Nc2nc(-c3ccc(F)cc3)cs2)cc1
  90	83	109	86	63	119	106	104

(next part)
Value order: T-47D	K-562	HS 578T	MDA-MB-468	MCF7	BT-549	MDA-MB-231	LOX IMVI
- O=C(O)CNC(=O)Cc1ccccc1
  99	101	106	96	96	96	102	96
- COc1ccccc1N=Nc1c(O)ccc2cc(S(=O)(=O)O)ccc12
  91	98	100	111	93	99	93	100
- C/C(CC/C(C)=N/NC(N)=O)=N/NC(N)=O
  .	95	88	106	96	.	104	95
- CC(C)(C)c1cc(C(=O)N2CCC(C(=O)NCCN)CC2)cc(C(C)(C)C)c1
  79	103	92	82	92	95	91	100
- CN(C)c1ccc(-c2nc(-c3ccccc3)c(-c3ccccc3)[nH]2)cc1
  79	66	103	114	83	104	95	89
- COc1cccc(-c2nc3occn3c2-c2ccnc(NCCNS(=O)(=O)c3ccc(Cl)cc3)n2)c1
  48	65	110	100	88	106	86	89
- CCCOc1ccc(/C=N/Nc2cc(C)nc3ccc(Br)cc23)cc1
  96	12	106	96	37	99	93	60
- Oc1ccccc1/C=N/c1ccccn1
  96	109	143	.	98	.	106	94
- Cc1ccc(CC(N)=O)cc1
  103	102	106	100	94	115	106	103
- COc1ccc(CNC(=O)c2nc(-c3cc(OC)c(OC)c(OC)c3)n(-c3ccc(OC)c(OC)c3)n2)cc1OC
  75	126	89	109	96	67	92	91
- Cn1ncc2c(=O)[nH]nnc21
  111	90	110	119	109	125	126	101
- COc1cc(CC2COC(=O)C2Cc2ccc(O)c(OC)c2)ccc1O (stereo not drawn)
  76	74	97	72	85	90	80	93
- CC1=C(C(=O)Nc2ccc(F)cc2)C(c2ccc(C)cc2)C2=C(CC(C)(C)CC2=O)N1 (stereo not drawn)
  85	93	77	85	91	97	87	90
- Nc1c(C(=O)Nc2ccc(Br)cc2)sc2nc(-c3cnccn3)cc(-c3cccs3)c12
  90	95	112	105	83	104	95	106
- C=C1C(=O)O[C@H]2[C@H]1CC/C(COC(=O)c1c[nH]c3ccccc13)=C\CC[C@@]1(C)O[C@@H]21
  -49*	-16*	3.2*	-68*	-53*	-37*	-69*	-95*
- COc1cccc(C2=NN(c3ccc(-c4ccccc4)nn3)C(c3ccccc3F)C2)c1 (stereo not drawn)
  74	89	81	97	84	91	78	.
- C/C(=N/NC(=O)c1ccncc1)c1ccc(Cl)c(Cl)c1
  94	104	106	96	103	85	124	83
- COc1cc2c(cc1OC)C(Sc1ccc(C)cc1)c1c(nc(N)c(C#N)c1N)O2 (stereo not drawn)
  -29*	4.5*	-6.1*	-47*	-67*	35	-41*	-91*
- CN(N=O)C(=O)c1ccccc1C(=O)N(C)N=O
  103	103	119	109	102	100	99	99
- CN(C)c1ccc(C(=O)Nc2ncc(C#N)s2)cc1
  39	91	101	183	76	116	130	85
- CCC(C)C(NC(=O)OC(C)(C)C)C(=O)OCc1c2c(c(OC)c3c1OCO3)C(C1OC(=O)c3c1ccc(OC)c3OC)N(C)CC2 (stereo not drawn)
  95	88	110	.	103	103	92	95
- CCN(Cc1ccccc1)C(=O)Nc1c(Cl)cccc1Cl
  96	108&100	99&98	102&103	94&102	109&102	102	90&96
- CCCC(C(=O)O)N1C(=O)CSC1=S (stereo not drawn)
  106	105	107	100	93	106	105	100
- c1ccc(-c2cn3nc(-c4c[nH]c5ccccc45)sc3n2)cc1
  63	42	84	78	59	91	76	86
- CC(C)(C)n1nnnc1C(Nc1ccc(F)cc1)c1cc2cccc3ccc4cccc1c4c32 (stereo not drawn)
  75	68	92	82	56	118	86	96
- CCc1cc2c(=O)c(-c3nc4ccccc4s3)coc2c(CN2CCCCC2)c1O
  83	70	100	100	94	88	94	95
- CCOC(=O)C1=C(N)N(c2ccc(Cl)cc2)C2=C(C(=O)CC(C)(C)C2)C1c1ccccc1Cl (stereo not drawn)
  33	.	103	40	42	60	76	82
- O=C(Nc1cnc(Cl)nc1Oc1cccc(C(F)(F)F)c1)Nc1c(Cl)cccc1Cl
  84	105	101	90	94	88	98	93
- O=[N+]([O-])c1cccc(/C=N/Nc2ncc(-c3cc4cc5c(cc4o3)OCO5)s2)c1
  88	90	88	98	74	66	82	77
- Clc1ccc(/C=C/c2ccc3ccccc3n2)cc1
  53&66&19	87&91&18	-20*!	-11*!	67&65&15	95&107&59	84&80&31	83&83&18

Looked up above:
Value of `CCOC(=O)C1=C(N)N(c2ccc(Cl)cc2)C2=C(C(=O)CC(C)(C)C2)C1c1ccccc1Cl` (stereo not drawn) in MDA-MB-468: 40
Value of `CCCC(C(=O)O)N1C(=O)CSC1=S` (stereo not drawn) in LOX IMVI: 100
Value of `C/C(=N/NC(=O)c1ccncc1)c1ccc(Cl)c(Cl)c1` in MDA-MB-468: 96
Value of `CC(C)(C)n1nnnc1C(Nc1ccc(F)cc1)c1cc2cccc3ccc4cccc1c4c32` (stereo not drawn) in MCF7: 56
Value of `CCC(C)C(NC(=O)OC(C)(C)C)C(=O)OCc1c2c(c(OC)c3c1OCO3)C(C1OC(=O)c3c1ccc(OC)c3OC)N(C)CC2` (stereo not drawn) in K-562: 88
Value of `c1ccc(-c2cn3nc(-c4c[nH]c5ccccc45)sc3n2)cc1` in K-562: 42

Later entries
Value order: T-47D	K-562	HS 578T	MDA-MB-468	MCF7	BT-549	MDA-MB-231	LOX IMVI
- Cc1c(C(=O)NCCC(=O)NO)sc2ncnc(Nc3ccc(Cl)cc3)c12
  107	106	106	120	93	104	104	99
- O=C(Nc1ccc(Cl)cc1)Nc1ccc(Nc2nncc3ccccc23)cc1
  -6.3*	9.5*	58	0.2*	5.5*	16	37	34
- CN1CCN(CC#CCn2c3c(c4ccccc42)C[C@]2(C)[C@H]4CC=C5[C@@H]6CC(C)(C)CC[C@]6(C(=O)N6CCOCC6)CC[C@@]5(C)[C@]4(C)CC[C@H]2C3(C)C)CC1
  79	-23*	91	79	-3.4*	96	43	-46*
- Cc1cc2c(C(C)C)c(O)c(O)c(C=NC3CCCCC3)c2c(O)c1-c1c(C)cc2c(C(C)C)c(O)c(O)c(C=NC3CCCCC3)c2c1O
  98	91	97	105	96	.	100	85
- COC(=O)c1cc(=O)n2c(sc3ccccc32)c1C#N
  118	.	98	98	95	96	94	94
- CCCCC(O)Cn1ncc(C(=O)N/N=C\c2ccc(OC(F)F)c(OC)c2)c1N (stereo not drawn)
  95	101	98	89	77	125	96	92
- NC(=S)Nc1ccc2c(c1)Cc1ccccc1-2
  82	82	88	69	70	79	70	91
- CCOC(=O)n1cc(-c2nonc2-c2c[nH]c3ccccc23)c2ccccc21
  30	20	72	93	49	83	55	63
- C=C(C)[C@@H]1CC[C@]2(C(=O)N3CCN(C)CC3)CC[C@]3(C)[C@H](CC[C@@H]4[C@@](C)(CCCN)[C@H](C(=C)C)CC[C@]43C)[C@@H]12
  88	72	98	94	92	97	111	98
- N#Cc1c(N)nc2c(c1N)C(c1ccc(F)cc1)c1ccc(N)cc1O2 (stereo not drawn)
  92	104	96	.	99	94	118	110
- CCCCOC(=O)c1ccc(Nc2cc(C)nc3ccc(OC)cc23)cc1
  102	85	102	107	87	100	91	88
- COc1cc(-c2nc(SCCC(C)C)nc(N3CCOCC3)c2C#N)cc(OC)c1OC
  14	74	77	98	59	80	68	83
- c1cnc2c(-c3nc4ccc5[nH]ncc5c4c4c3CCCC4)c[nH]c2c1
  38	21	63	11	9.3*	72	31	20
- COc1ccc(S(=O)(=O)NCCCNc2cc(-c3c(-c4cccc(OC)c4)nc4sccn34)ccn2)cc1
  2.1*	26	63	11	35	45	47	47
- CC(=O)Oc1cc(OC(C)=O)c2ccccc2c1OC(C)=O
  61	71	83	73	57	92	68	48
- N/C(=N\c1nc2ccccc2s1)NC(=NC1CCCCC1)NC1CCCCC1
  13	3.2*	38	.	-42*	48	21	-100*
- CN1CCN(c2ccc(C(=O)/C=C/c3cc(F)cc(C(F)(F)F)c3)cc2)CC1
  52	11	100	32	8.6*	71	73	7.7*
- O=C(O)c1ccccc1Oc1cc(-c2ccco2)nc(OCCn2ccnc2)n1
  79	93	103	74	65	87	81	90
- CSc1nc2nc(-c3cc4ccccc4[nH]c3=O)[nH]c2c(=O)n1C
  83	92	91	76	72	106	76	88
- CC(C)c1ccc(C2OCC3(C)C(CCC4(C)C5CC(C6=CCOC6=O)OC5(C)CCC34)O2)cc1 (stereo not drawn)
  34	48	87	62	62	.	80	88
- CCOC(=O)/C(C#N)=C\c1ccc(OCC)c(OCC)c1
  92	102	115	100	96	131	105	100
- CCCCC(CC)CNC(=O)/C=C\C(=O)O (stereo not drawn)
  74	95	96	93	96	98	101	93
- CCOC(=O)c1c(NC(=O)CSc2nnc(-c3cccnc3)o2)sc2c1CCCC2
  106	111	125	.	102	104	91	103
- Cn1c(N)c(C(=O)N2CCN(c3ccccc3)CC2)c(=O)n(C)c1=O
  91	109	110	100	106	100	111	90
- O=C(CSc1nnc(-c2cccs2)n1-c1ccccc1)Nc1ccc(C(=O)O)cc1
  110	98	110	91	86	103	97	118
- O=C1c2cccc3cccc(c23)C(=O)N1Nc1nc(NCCN2CCOCC2)nc(N2CCOCC2)n1
  94	88	77	113	89	88	91	89
- Cc1ccc(C(F)(F)F)cc1N1CCN(C(=O)[C@H]2C[C@H]2c2ccc(C(F)(F)F)nc2)CC1
  68	78	91	66	91	88	91	96
- CCCCCCCCCCCCCCCCCBr
  96	97	92	100	101	112	112	101
